# High-throughput results deposited in PubChem by several laboratories.
# CRFBP-R2 block: blocks CRF-induced signaling of the CRF-BP/CRF-R2 complex | HEK293 CRF-R2/CRF-BP, CRF-induced calcium fluorescence | inhibition, % at 11.8 µM | 350,000 compounds, 0.59% hits | AID 588475;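 active = inhibition of the ligand-induced calcium signal above about 50% at the single tested concentration, limit read from the data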
# UBC9 SUMO inh: SUMOylation inhibition | P63279 | HTRF SUMOylation assay, SAE1/SAE2 + UBC9, in vitro | inhibition, % at 35 µM | 290,000 compounds, 0.36% hits; in the data active = inhibition above about 50%, passing the limit was not always enough; also: strong numbers were not always called active
# Target sequence (P63279 whole entry, looked up): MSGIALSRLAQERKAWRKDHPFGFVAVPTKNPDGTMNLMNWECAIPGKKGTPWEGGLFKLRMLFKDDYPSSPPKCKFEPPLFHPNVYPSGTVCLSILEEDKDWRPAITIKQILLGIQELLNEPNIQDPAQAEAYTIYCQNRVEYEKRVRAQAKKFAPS
# MEKK2mut PB1 HTS: signal of MEK5 binding to mutant human MEKK2 PB1 domain; bead flow cytometry, Alexa488-MEK5 binding to MEKK2 mutant; percent response, % at 10 µM; 290,000 compounds, 0.35% hits; AID 1530; in the data active = percent response above about 24%, passing the limit was not always enough; also: inactives centre near 1; some results filed as inactive read as strong as hits
# GalR3 antag: blocks the human galanin receptor 3; 360,000 compounds, 0.44% hits; HEK293 GalR3-CNG cAMP membrane potential fluorescence; galR3 body fused to GalR1 C-terminus; O60755; inhibition, % at 3 µM;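 active = inhibition above the screen-wide average plus 3 SD, cut at about 13% in these data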;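 also: forskolin and galanin both at EC90 stimulate the cells; cAMP rise reported by CNG channel membrane potential dye signal; 0% = forskolin plus galanin with DMSO and 100% = forskolin alone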
# Target sequence (O60755 1-299 limits assumed): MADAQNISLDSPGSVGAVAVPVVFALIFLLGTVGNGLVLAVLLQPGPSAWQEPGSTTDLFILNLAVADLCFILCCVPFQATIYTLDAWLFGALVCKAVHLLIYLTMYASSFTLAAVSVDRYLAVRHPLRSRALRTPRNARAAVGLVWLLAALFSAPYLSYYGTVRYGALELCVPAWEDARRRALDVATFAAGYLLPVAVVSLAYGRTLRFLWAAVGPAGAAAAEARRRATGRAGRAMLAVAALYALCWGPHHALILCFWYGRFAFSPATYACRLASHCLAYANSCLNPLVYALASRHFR
# MEKK2 WT-MEK5: raises or lowers MEK5 binding to wildtype human MEKK2 PB1 domain | bead flow cytometry, Alexa488-MEK5 binding to MEKK2 WT; actives lie on both sides | binding response (% of control), % at 10 µM | 290,000 compounds, 1.1% hits; in the data active = binding response below about 67% or above about 130%
# MEKK3 PB1 HTS: MEKK3-MEK5 PB1 interaction, increase or decrease | Q99759 | bead-based flow cytometry, Alexa488-MEK5 binding to MEKK3; actives lie on both sides; 0 = blocked by unlabeled MEK5, 100 = vehicle | binding response (% of control), % at 10 µM | 290,000 compounds, 1.4% hits;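 active = binding response more than 3 SD above or below the average of its plate-row segment, actives on both sides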;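 also: Alexa488 bead fluorescence after subtracting the streptavidin-only scavenger bead signal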
# Target sequence (Q99759 whole entry, looked up): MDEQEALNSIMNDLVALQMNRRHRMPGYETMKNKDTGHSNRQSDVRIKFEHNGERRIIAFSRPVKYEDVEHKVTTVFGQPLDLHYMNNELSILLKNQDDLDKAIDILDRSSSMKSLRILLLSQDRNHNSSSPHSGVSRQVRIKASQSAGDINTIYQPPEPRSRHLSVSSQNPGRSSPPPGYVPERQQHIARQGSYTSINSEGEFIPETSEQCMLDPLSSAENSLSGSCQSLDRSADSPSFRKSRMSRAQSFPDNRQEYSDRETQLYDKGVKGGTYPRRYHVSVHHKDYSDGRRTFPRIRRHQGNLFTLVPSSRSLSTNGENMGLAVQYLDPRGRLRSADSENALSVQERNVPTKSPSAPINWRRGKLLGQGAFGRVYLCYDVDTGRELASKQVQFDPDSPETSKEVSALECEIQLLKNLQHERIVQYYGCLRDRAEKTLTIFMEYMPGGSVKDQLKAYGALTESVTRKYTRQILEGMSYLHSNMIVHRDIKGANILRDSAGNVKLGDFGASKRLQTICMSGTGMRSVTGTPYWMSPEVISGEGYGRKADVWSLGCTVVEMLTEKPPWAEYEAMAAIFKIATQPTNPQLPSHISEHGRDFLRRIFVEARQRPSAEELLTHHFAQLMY
# CRFBP-R2 agonist: CRF-BP/CRF-R2 complex agonism; HEK293 CRF-R2/CRF-BP, calcium dye fluorescence (FLIPR); percent of saturating CRF peptide response; AID 588473; 350,000 compounds, 0.46% hits; activation, % at 13.2 µM;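 active = activation of at least 50%, plus an integration ratio under a set limit after plate pattern correction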;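 also: plate controls were neutral control wells without compound for no effect and CRF at EC100 for full effect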
# DNA FID counter: displaces DNA intercalator in HCV helicase counter-screen; inhibition, % at 7.9 µM; DNA fluorescent intercalator displacement, fluorescence; 290,000 compounds, 0.17% hits; in the data active = inhibition above about 37%;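 also: 0% = vehicle and 100% = reference compound; higher means more ethidium bromide displaced from hairpin DNA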
# HCV NS3 hel inh: inhibitors of Hepatitis C virus NS3 helicase | NS3 helicase DNA unwinding, Cy5 molecular beacon fluorescence | inhibition, % at 10.9 µM | 290,000 compounds, 0.56% hits;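 active = inhibition above the mean of all tested compounds plus 3 SD, set per campaign, cut at about 35% in these data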;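 also: 0% = DMSO wells and 100% = thioflavine S control wells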
#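 Control set: DMSO versus 110 µM thioflavine S; Material: NS3 helicase fragment of HCV; Measured by: Cy5 fluorescence at 0 and 60 min, beacon hairpin quenching; Read-out basis: percent inhibition from t60/t0 fluorescence ratio; Times: reaction time 60 min, 25 °C; Repeats: single replicate; Compound dosing: single dose, 10.9 µM nominal final, DMSO 0.8% final.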
# Starred values were filed as active, the others as inactive; . = no result given. Some of the compounds tested; rates above refer to the full screens.
SMILES,CRFBP-R2 block,UBC9 SUMO inh,MEKK2mut PB1 HTS,GalR3 antag,MEKK2 WT-MEK5,MEKK3 PB1 HTS,CRFBP-R2 agonist,DNA FID counter,HCV NS3 hel inh
COc1ccc(C(=O)C2CCCN(C(=O)C3CCOCC3)C2)c(C)c1 (centres undefined),-10,5,0,-4,98,97,0.4,-15,0
Cc1nc(C)n(CCNS(=O)(=O)c2ccccc2)n1,8,1,1,-9,98,100,-1.3,-6,1
CC1=C(N2CCCCC2)CCC1=O,3,.,5,-1,103,102,0.1,.,.
CC(C)CNc1oc(-c2ccco2)nc1C#N,18,8,4,5,111,107,-4.4,2,-2
Cc1ccc(OCC(=O)N2CCc3ccccc3C2)c([N+](=O)[O-])n1,-12,22,-1,0,99,93,-0.8,12,-3
CC12CN3CC(C)(CN(C1)C3c1ccc(Br)cc1)C2=O (centres undefined),15,-25,0,-2,99,99,-1.4,-3,0
COc1ccc(S(=O)(=O)N2c3cc(Cl)ccc3Oc3nc4ccccc4nc32)cc1,-7,-10,17,-3,99,117,2.1,8,-9
Cc1ccc(C(=O)Nc2c(C)cc(-c3ccc(Cl)cc3)oc2=O)cc1,-1,19,3,0,99,103,2.5,-2,4
COc1ccc(F)cc1C(=O)C1CCCN(Cc2cccn2-c2ccccn2)C1 (centres undefined),32,18,2,-7,107,101,-1.9,5,-8
CN(C)c1cncc(C(=O)O)c1,40,13,-12,-3,82,94,-0.9,3,-8
O=C(Nc1nc2ccc(S(=O)(=O)N3CCCCC3)cc2s1)c1ccncc1,-9,16,2,-2,102,97,-0.7,-2,-45
CCOC(=O)N1CCN(C(=O)CNC(=O)c2nn(-c3ccc(OC)cc3)c(=O)c3ccccc23)CC1,14,0,4,-7,109,103,0.2,-31,34
O=C(/C=C/c1ccc2c(c1)OCO2)c1ccccn1,-1,19,0,-5,102,88,3.0,-13,2
CC(=O)OCCn1c(=O)c2cc3c(=O)n(CCOC(C)=O)c(=O)c3cc2c1=O,0,-2,-3,6,100,101,-2.3,-3,-13
COc1cc(=O)[nH]c(SC(C)C(=O)Nc2cc(C)on2)n1 (centres undefined),5,2,-6,-2,96,101,2.8,-3,6
N#CCC(=O)Nc1cc(C(F)(F)F)ccc1N1CCOCC1,-2,1,-2,3,102,101,1.2,-13,-1
O=S(=O)(NC1CCCC1)c1cc(F)ccc1F,-5,9,6,3,104,101,-1.7,-3,3
COc1ccccc1/C=C/C(=O)OCC(=O)Nc1ccc(Cl)cn1,-9,22,6,-8,108,109,1.1,-2,-5
CCOc1cc(C2C3=C(CCCC3=O)Nc3nc(C(=O)OC)nn32)ccc1OC (centres undefined),0,-5,4,-1,101,102,-1.9,-3,8
CCc1nnc(NC(=O)C2CCCCC2)s1,-47,9,7,-6,104,105,1.4,-9,19
C=CCNC(=O)c1ccc2nccnc2c1,0,-41,1,-3,100,89,-0.2,-10,22
CCCCn1c(SCC(=O)Nc2cccc(OC)c2)nc2ccc(N3CCOCC3)cc2c1=O,-30,22,-2,-3,98,100,-0.3,-12,12
O=C(Nc1ccc(Cl)cc1)c1ccc(OCC2CCCO2)cc1 (centres undefined),1,12,-5,-6,97,101,1.3,-7,1
CCN1CCN(C(=O)CCc2nnc(CCc3ccc(OC)cc3)o2)[C@@H](C)C1=O,-2,-2,-4,1,101,96,1.4,-16,1
COc1ccc(C(=O)Nc2ccc(NC(=O)c3cccs3)cc2)cc1Cl,-7,-12,0,-4,103,130*,0.6,0,-2
CCOCCn1c(CN2CCOCC2)nc2c1c(=O)[nH]c(=O)n2C,-24,-9,8,.,106,109,2.7,3,-3
C=CC(COCc1ccccc1)N(Cc1ccc(OC)cc1)S(=O)(=O)c1ccccc1Br (centres undefined),-7,-20,3,-4,103,105,3.6,.,.
O=C(COC(=O)C1CCN(S(=O)(=O)c2ccc3c(c2)OCCO3)CC1)Nc1cc(C(F)(F)F)ccc1Cl,-12,-2,26,-4,99,99,-0.4,-4,6
CCOC(=O)CSc1nc2c([nH]c3ccccc32)c(=O)n1C,-2,11,0,-2,100,101,-0.5,-3,-11
N#Cc1cc(-c2ccccc2)cnc1Sc1ccc(Cl)cc1,-4,17,3,-3,107,104,0.7,1,5
COc1ccc(C(=O)/C=C/c2cn(CN3CCN(C)CC3)c3ccccc23)cc1,1,-15,.,.,.,.,28,-7,-16
O=c1cc(N2CCCC2)[nH]c(=O)n1-c1ccc(Cl)cc1,15,-39,3,-3,104,89,-0.1,1,3
Cn1c(=O)oc2cc(S(=O)(=O)N3CCCC(C(=O)N4CCc5ccccc5C4)C3)ccc21 (centres undefined),-7,7,8,-4,105,102,-2.7,-9,8
Cc1onc(-c2ccccc2)c1C(=O)N1CCN(c2ccccn2)CC1,-5,6,-1,1,99,101,0.8,-23,17
O=C(c1ccc(OC2CCN(Cc3ccccc3C(F)(F)F)CC2)cc1)N1CCCCC1,-20,-2,7,-2,109,104,1.5,-10,-23
COc1ccc(NC(=O)CSc2n[nH]c(-c3ccncc3)n2)c([N+](=O)[O-])c1,-9,8,0,-4,100,101,0.3,-5,-3
Cc1ccc(-c2csnn2)cc1,-7,4,6,-4,103,105,-6.8,2,-5
Cc1ccc(S(=O)(=O)Nc2ccc3c(c2)C(=O)NC3=O)cc1[N+](=O)[O-],7,20,3,-1,103,102,5.0,-9,5
C=C(C)C(=O)Nc1cccc(C2=NOC3(C2)C[C@H](C(N)=O)N(C(=O)CC#N)C3)c1 (some centres undefined),8,13,1,.,83,94,2.5,.,.
O=C(O)c1ccccc1Nc1ccc2nonc2c1[N+](=O)[O-],-2,9,5,-9,105,104,-0.7,-2,20
CCN(CC)CCCNC(=O)c1cc(Nc2ccc(OC)cc2)nc2ccccc12,-23,-20,8,-10,121,106,-0.9,37,-40
COc1cc(NC(=O)c2ccc3c(c2)OCCO3)ccc1NC(=O)c1cccs1,-14,0,-8,-7,95,100,-4.6,-12,-1
COc1ccc(-n2c3c(cc(C(=O)N4CCCCC4)c2=O)C(=O)CC(C)(C)C3)cc1,-4,15,10,-3,106,106,-1.2,-15,-15
Cc1ccc(C(=O)Nc2ccc(F)cc2F)o1,-7,1,3,-3,103,105,3.7,2,1
Cc1cccc(CCNC(=O)COc2cc(=O)n(C)c3ccccc23)c1,-12,15,4,-3,102,103,-0.5,-31,-5

# Quoted at random: 4 records from the list
SMILES,CRFBP-R2 block,UBC9 SUMO inh,MEKK2mut PB1 HTS,GalR3 antag,MEKK2 WT-MEK5,MEKK3 PB1 HTS,CRFBP-R2 agonist,DNA FID counter,HCV NS3 hel inh
Cc1ccc(-c2csnn2)cc1,-7,4,6,-4,103,105,-6.8,2,-5
Cc1ccc(S(=O)(=O)Nc2ccc3c(c2)C(=O)NC3=O)cc1[N+](=O)[O-],7,20,3,-1,103,102,5.0,-9,5
COc1ccc(NC(=O)CSc2n[nH]c(-c3ccncc3)n2)c([N+](=O)[O-])c1,-9,8,0,-4,100,101,0.3,-5,-3
CCN(CC)CCCNC(=O)c1cc(Nc2ccc(OC)cc2)nc2ccccc12,-23,-20,8,-10,121,106,-0.9,37,-40

# (continued)
SMILES,CRFBP-R2 block,UBC9 SUMO inh,MEKK2mut PB1 HTS,GalR3 antag,MEKK2 WT-MEK5,MEKK3 PB1 HTS,CRFBP-R2 agonist,DNA FID counter,HCV NS3 hel inh
CCc1nc2ccccc2n1CC(=O)N(C(C)CC)C1CCS(=O)(=O)C1 (centres undefined),-3,-8,3,-4,107,102,-0.2,2,0
Cc1nc2nc(SCc3nc4ccccc4[nH]3)[nH]c2cc1Br,-9,-18,-2,-3,92,98,0.3,0,6
CSc1ccccc1NC(=O)c1ccc(N2CC3CC(C2)c2cccc(=O)n2C3)c(NC(=O)c2ccncc2)c1 (centres undefined),27,1,0,-9,102,103,-3.0,-54,3
O=C1CC(c2cccs2)CC(O)=C1C=NCCN1CCNCC1 (centres undefined),-3,13,-12,-12,84,89,4.4,7,-2
C=CCn1c(SCc2c(F)cccc2Cl)nnc1-c1ccco1,13,6,-4,-5,99,100,-1.1,-20,2
Cc1sc2nc(C3CC3)nc(N3CCN(C(=O)c4ccccc4F)CC3)c2c1C,-19,1,-2,-9,92,98,3.3,-34,-8
CCC(C)NC(=O)C1CC(=O)N(CCc2ccc(F)cc2)C1 (centres undefined),1,6,-2,-6,100,101,-0.1,-5,7
Cc1cccc(NC(=O)c2cccc(NC(=O)Cc3cccs3)c2)c1,-33,0,-1,-4,100,102,-1.4,-12,6
O=C(Cc1ccc(Br)cc1)NCCCn1ccnc1,2,-4,9,-5,102,100,0.3,3,6
CC1Sc2ccc(S(=O)(=O)N3CCC(C(N)=O)CC3)cc2NC1=O (centres undefined),21,13,8,-5,107,103,3.6,-10,6
CC(C)NC(=O)CSc1nc2sccc2c(=O)n1-c1ccccc1,-1,10,1,-8,93,98,-2.4,-9,13
Cc1ccc(OCCn2c(CCNC(=O)C(C)C)nc3ccccc32)cc1,-3,8,9,0,99,96,-3.1,-21,-7
O=C(N/N=C/c1ccc2ncccc2c1)c1ccco1,12,29,2,-2,99,97,1.4,-6,2
CC(C)(O)C#Cc1ccc(C(=O)N2CCN(C(=O)c3ccco3)CC2)cc1,-4,13,1,-3,99,100,-0.8,-11,8
NC(=O)C1CCN(CC(=O)Nc2ccccc2Sc2ccc(Cl)cc2)CC1,-11,-9,7,0,109,101,0.6,-1,-26
CCOC(=O)CCn1c(=O)c2c(nc(Br)n2Cc2ccccc2)n(C)c1=O,5,1,4,-2,99,103,-0.9,-28,-4
COc1cccc2oc3ccc(C#CC4(N)CCCCC4)cc3c(=O)c12,-12,27,4,-2,124,105,3.4,23,-85
Cc1ccc(Nc2nc(N)nc(CN3CCN(Cc4ccc5c(c4)OCO5)CC3)n2)cc1Cl,-26,-13,11,-6,136,102,-0.8,5,-41
O=[N+]([O-])c1cc(-c2ccn[nH]2)ccc1Cl,16,-11,-4,-6,98,101,-1.4,2,7
COc1ccc(/C=N/NC(=O)CCn2c3ccccc3c3ccccc32)cc1O,-28,-13,4,-9,104,102,-1.1,-6,-9
CCN(CC)c1ccc(/C=N/NC(=O)c2ccoc2C)c(O)c1,6,-6,-24,-6,88,84,-5.0,-10,-2
CCCCC(=O)O[C@]1(C(=O)CO)CC[C@H]2[C@@H]3CCC4=CC(=O)CC[C@]4(C)[C@H]3[C@@H](O)C[C@@]21C,18,11,-1,.,102,87,-0.4,-50,-1
CCN(CC)S(=O)(=O)c1cc(OCC(N)=O)c(C)cc1Cl,-7,-24,3,-4,105,102,2.9,-3,-1
CCOc1ccc(C(=O)NCC(=O)OCc2c(C)noc2C)cc1OCC,7,21,3,4,105,108,-0.7,-13,10
CC1=C(C)C(O)N(Cc2ccccc2)C1=O (centres undefined),0,6,4,-7,100,105,-0.3,-1,-7
CCOc1cc(C(=O)Nc2ccc(N3CCN(C(C)=O)CC3)cc2)cc(OCC)c1OCC,20,-16,2,-3,108,104,-1.0,-50,13
Cc1cc(NC(=O)COC(=O)CCNS(=O)(=O)c2c(Cl)cccc2Cl)no1,3,16,-4,-3,97,104,-0.6,-6,6
CCC(=O)N(Cc1cc2cc(OC)ccc2[nH]c1=O)c1ccc(C)cc1,-4,10,2,-5,104,109,-2.0,-34,11
CC(=O)Nc1ccccc1C(=O)C(=O)Nc1cccc(C(=O)N2CC(C)CC(C)C2)c1 (centres undefined),-2,12,0,-8,105,98,-0.1,-6,1
